From PubChem BioAssay
PPARg SRC1 recr – promotes SRC-1 coactivator recruitment by human PPARgamma | 200,000 tested, 0.41% active | activation, % at 8 µM | PPARgamma-SRC-1 coactivator recruitment biochemical assay | P37231; in the data active = activation above about 19%;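 also: 0% = DMSO and 100% = reference agonist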
PPARg SRC-3 ag – agonists of human PPARgamma SRC-3 coactivator recruitment; P37231; biochemical PPARgamma/SRC-3 coactivator recruitment assay; activation, % at 8 µM; 200,000 tested, 0.26% active; AID 731; in the data active = activation above about 23%;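 also: 0% = DMSO and 100% = reference agonist; some compounds past the cut are filed as inactive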
ROMK mod – human ROMK K+ channel modulation, primary screen; B-score at 10 µM; 130,000 tested, 2% active; AID 1918; P48048; Tet-inducible ROMK, thallium flux fluorescence; actives lie on both sides;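 active = signal ratio slope over the read window, or its plate-corrected B-score, at least 3 SD from the plate mean, either direction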;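 also: B-score of the F/F0 ratio slope over 7 to 12 s after thallium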
Target sequence (P48048 whole entry, looked up): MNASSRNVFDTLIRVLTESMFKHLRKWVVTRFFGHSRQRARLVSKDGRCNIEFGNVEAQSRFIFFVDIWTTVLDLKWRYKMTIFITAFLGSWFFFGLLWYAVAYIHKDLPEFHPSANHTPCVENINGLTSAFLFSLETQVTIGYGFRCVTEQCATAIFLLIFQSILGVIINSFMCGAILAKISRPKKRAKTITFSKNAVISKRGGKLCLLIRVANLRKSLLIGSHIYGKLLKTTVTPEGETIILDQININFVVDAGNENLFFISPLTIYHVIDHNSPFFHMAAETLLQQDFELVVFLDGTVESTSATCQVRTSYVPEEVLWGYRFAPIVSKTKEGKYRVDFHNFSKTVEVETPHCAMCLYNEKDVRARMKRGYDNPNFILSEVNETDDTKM
STAT1 inh – reduces IFN-gamma driven STAT1 reporter signal | inhibition, % at 5.5 µM | AID 920 | 200,000 tested, 0.35% active | NIH 3T3 STAT1-luciferase reporter, luminescence;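 active = inhibition above a set limit, the mean inhibition across all tested compounds plus 3 SD, cut at about 34% in these data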;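 also: 0% = IFN-gamma with DMSO and 100% = IFN-gamma with 300 µM nifuroxazide; values of inactives mirror those of a sister screen read the other way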
RAM inhibit – blocks the yeast RAM network | S. cerevisiae dse1pr::URA3 reporter, 5-FOA growth OD615, 2 d; analog-sensitive cbk1-as2 kinase mutant strain | 190,000 tested, 1.8% active | AID 868 | inhibition, % at 50 µM;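 active = inhibition above a set limit, 3 SD over mean compound inhibition, cut at about 8.4% in these data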;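 also: 0% = DMSO-only wells with no growth and 100% = 10 µM 1-NA-PP1 full growth; inhibition rescues growth on 5-FOA so higher OD means more RAM inhibition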
STAT3 activator – STAT3 signaling activation; U3A cells, IL-6 STAT3-luciferase reporter, luminescence; 100% = signal with IL-6 EC80 alone; activation (% of control), % at 5.6 µM; 190,000 tested, 0.91% active;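 active = activation above the screen-wide mean of compound activation plus 3 SD, cut at about 130% in these data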;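 also: 0% = background luminescence of wells with medium and substrate only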
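Material: human STAT1-deficient U3A cells with stable STAT3-luciferase reporter / Probe or stimulus: IL-6 stimulus at 33 ng/mL final / Schedule: 1 h compound pre-exposure, 6 h IL-6 stimulation, 37 °C / Technique: luminescence / Read-out basis: percent of IL-6-only median luminescence / Control set: IL-6-only high control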
STAT3 inh – reduces IL-6 driven STAT3 reporter signal | inhibition, % at 5.5 µM | 190,000 tested, 0.89% active | U3A cells, IL-6 STAT3-luciferase reporter, luminescence; host cell line lacks STAT1 | AID 862;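 active = inhibition above the mean inhibition across all screened compounds plus 3 SD, cut at about 44% in these data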;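 also: 0% = DMSO only wells and 100% = 100 µM nifuroxazide control wells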
PPARg SRC2 recr – PPARgamma-driven SRC-2 recruitment agonism | P37231 | PPARgamma LBD-SRC-2 recruitment, biochemical | activation, % at 8 µM | 200,000 tested, 0.34% active; in the data active = activation above about 22%;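 also: 0% = vehicle and 100% = reference agonist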
TLR4-MyD88 BLA – TLR4-MyD88 interaction inhibition in cells; AID 861; HeLa CL3-4 TLR4/MyD88 BLA complementation, FRET ratio; O00206+Q99836; inhibition, % at 8.4 µM; 200,000 tested, 0.18% active; in the data active = inhibition above about 25%;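 also: 0% = vehicle and 100% = reference inhibitor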
S1P3 antag – blocks the human S1P3 receptor; AID 485; 170,000 tested, 0.27% active; inhibition, % at 4.98 µM; CHO S1P3 NFAT-BLA reporter, FRET fluorescence, antagonist mode;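 active = inhibition above the plate cutoff, the mean inhibition of test wells on that plate plus 3 SD, cut at about 28% in these data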;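 also: cells challenged with S1P at its EC80 of 0.8 µM; blue over green emission ratio from cleaved BLA substrate after 4 h stimulation; 0% = S1P-stimulated wells and 100% = unstimulated DMSO-only wells; some compounds past the cut are filed as inactive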
Target sequence (Q99500 whole entry, looked up): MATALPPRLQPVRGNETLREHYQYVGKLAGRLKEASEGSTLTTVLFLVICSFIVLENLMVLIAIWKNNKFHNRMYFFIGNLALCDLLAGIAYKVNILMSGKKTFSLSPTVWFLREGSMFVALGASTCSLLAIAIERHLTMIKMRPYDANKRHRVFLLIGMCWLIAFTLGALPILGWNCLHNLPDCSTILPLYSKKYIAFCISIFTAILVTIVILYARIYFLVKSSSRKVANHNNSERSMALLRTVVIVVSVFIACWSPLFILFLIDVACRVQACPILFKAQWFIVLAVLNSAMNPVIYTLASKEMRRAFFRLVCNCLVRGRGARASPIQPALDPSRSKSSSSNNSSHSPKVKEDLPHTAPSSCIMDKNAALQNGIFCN
SRC2 TRFRET art – counter-screen for PPARgamma SRC-2 recruitment agonists: TR-FRET artefact; active compounds read high; TR-FRET ratio at 8 µM; 200,000 tested, 0.4% active; in the data active = TR-FRET ratio above about 2000; also: inactives centre near 1500
Active calls of the source: *; x = no result given. Hits appear at their usual frequency, and some 5.6% of all compounds hit somewhere here.

SMILES	PPARg SRC1 recr	PPARg SRC-3 ag	ROMK mod	STAT1 inh	RAM inhibit	STAT3 activator	STAT3 inh	PPARg SRC2 recr	TLR4-MyD88 BLA	S1P3 antag	SRC2 TRFRET art
CC1CCCC(NC(=O)CCCn2c(=S)[nH]c3ccccc3c2=O)C1C (stereo unspecified)	-4	2	-0.29	0	9.0*	99	12	2	-4	-4	1654
c1ccc(CCNc2ccnc3cc4ccccc4cc23)cc1	5	3	-1.3	6	2.3	80	28	17	10	-13	1556
COc1ccccc1/C=C(/C(=O)OCC(=O)NCc1ccccc1)c1ccccc1	1	-1	x	10	10*	106	-5	6	-9	-11	1400
COc1cccc(C(C)N(C)Cc2nc(-c3ccoc3)oc2C)c1 (stereo unspecified)	5	6	x	18	2.7	93	10	4	-9	2	1688
CCOc1ccc(-c2cc(C)n3nc(C(N)=O)cc3n2)cc1	3	8	-0.45	3	1.1	94	14	-2	-10	x	1575
Cc1ccc2c(c1)c1c(n2CC(O)CNC(CO)(CO)CO)CCCC1 (stereo unspecified)	5	1	x	0	-0.6	104	5	-4	0	-21	1690
CCN(CC)S(=O)(=O)c1ccc2c(c1)nc(CCC(=O)OCC(=O)Nc1cc(Cl)cc(Cl)c1)n2C	0	-1	1.1	5	3.2	89	11	-9	-9	-2	1581
O=C(NCc1cccnc1)Nc1ccc2c(c1)OCO2	-5	-3	0.11	-20	3.2	108	-5	1	1	-28	1536
CCOCCCNCc1cc(Cl)ccc1OCC	5	2	0.41	-10	1.9	107	-3	3	10	-5	1403
Clc1ccccc1CN1CCN(/N=C/c2ccncc2)CC1	-6	4	-1.1	10	2.0	84	23	4	-3	-21	1483
Cc1ccn2cc(CSc3ccccc3N)nc2c1	6	10	x	-25	1.6	97	7	4	3	x	1645
Cc1noc(C)c1COC(=O)c1cccc(N(C)C)c1	2	5	-1.3	6	0.4	85	22	5	-10	-19	1609
CCOC(=O)c1c(=O)n(O)c2ccc(OC)cc2[n+]1[O-]	4	-1	-0.094	-2	0.3	102	2	14	-13	x	1548
Cc1nnc(SCc2cc(=O)[nH]c(Nc3nc(C)c4ccccc4n3)n2)s1	3	-3	x	-5	x	97	3	-1	-5	-8	1510
CC(=O)NC12CC3CC(C)(C1)CC(NC(C)=O)(C3)C2	10	3	x	-2	2.6	98	7	3	0	-32	1601
COc1ccc(NCc2cc3cc(OC)ccc3[nH]c2=O)cc1	0	-6	-0.6	0	-1.8	104	1	0	4	-33	1507
COc1ccccc1OCC(=O)Nc1ccc(S(=O)(=O)N2CCN(C)CC2)cc1	0	5	-0.33	6	0.8	106	-5	0	3	0	1494
COc1ccc(C(=O)n2nc(-c3ccccc3)nc2SC)cc1	2	1	x	-4	1.6	98	4	5	-4	x	1548
O=C(CN1CCOCC1)Nc1ccc(Oc2ccc(NC(=O)CN3CCOCC3)cc2)cc1	-3	-3	x	-3	0.6	95	9	7	10	-8	1492
Cc1ccc2nc(C)c(C(=O)N/N=C/c3cccs3)n2c1	-7	-2	x	-5	0.9	103	-1	-6	-1	-2	1417
Cc1cc(CNC(=O)[C@H](C)[C@@H]2C[C@@]2(C)[C@@H](NC(=O)OCc2ccccc2)c2ccccc2)nn1C	-1	-2	-0.35	7	0.4	95	3	0	-3	-16	1323
COc1ccc(NS(=O)(=O)c2ccc(NC(=O)c3ccccc3)cc2)nn1	1	2	0.3	-3	0.5	103	3	0	10	10	1593
Nc1nc(CN2CCCCC2)cs1	2	-5	x	4	1.0	101	5	0	-1	-11	1501
Cc1ccc(S(=O)(=O)Nc2ccc(C(=O)Nc3ccncc3)cc2)cc1	6	5	0.57	20	2.5	92	11	9	6	-34	1562
CC(=O)c1cc(C#N)c(SCc2ccncc2)nc1C	6	5	0.052	-7	-0.9	86	21	6	-16	x	1641
COc1ccc(C(=O)N2CCN(c3ccc([N+](=O)[O-])c(-n4nc(C)cc4C)c3)CC2)cc1	4	-1	0.11	-1	0.8	101	-3	-4	-4	-3	1654
CC(C(=O)Nc1cccc([N+](=O)[O-])c1)[n+]1ccccc1 (stereo unspecified)	-3	-2	1.3	6	1.6	93	13	1	3	0	1479
COc1ccc(NC(=O)C2CC(=O)NC(Nc3cccc(C)c3)=N2)cc1 (stereo unspecified)	7	4	x	0	0.7	97	9	7	-1	-5	1640
CN(C)c1ccc(C2(O)C(=O)c3ccccc3C2=O)cc1	4	2	0.33	-1	0.1	100	8	3	5	-5	1380
COc1ccc(S(=O)(=O)N(C)CC(=O)N2CCOCC2)cc1	2	2	x	6	0.3	102	0	7	-2	-59	1381
O=C(/C=C/c1ccc(Cl)cc1Cl)c1ccc[nH]1	3	7	0.31	-10	2.2	93	18	7	-7	-19	1705
CCOc1cc(C)c(Cl)cc1S(=O)(=O)n1cnc2ccccc21	1	4	-0.81	4	-0.1	102	0	7	2	7	1523
CS(=O)(=O)N1CCc2cc(-c3csc(NC(=O)C(c4ccccc4)c4ccccc4)n3)ccc21	0	-1	0.85	-11	5.5	78	30	6	7	x	1735
Nc1nnc(SC2CCCC2)s1	8	1	0.21	6	0.3	91	15	2	6	-14	1360
COc1cc(C(=S)N2CCCC2)cc(OC)c1OC	-6	1	-0.07	-10	1.6	102	5	5	2	-13	1455
FC(F)(F)C1=CC(c2ccc(Br)cc2)=NCCN1	-7	-4	x	-6	2.9	101	3	-2	6	x	1652
Cc1ccc(C(=O)NCCNC(=O)c2ccccc2)cc1	2	0	0.69	2	0.2	102	3	-4	0	0	1337
O=C(CSc1nnc(CNC(=O)C23CC4CC(CC(C4)C2)C3)n1-c1ccccc1)Nc1ccccc1	4	-4	0.53	4	0.2	105	-4	4	-11	-13	1413
COc1ccc(C(N)=O)cc1N	13	0	x	-5	0.0	111	-7	5	-1	-23	1580
COc1ccccc1Nc1nc(N)nc(CN2CCC(C)CC2)n1	1	-1	0.014	5	0.4	90	18	-2	21	-6	1753
COc1cc([N+](=O)[O-])cc2sc(NC(=O)C3CC3)nc12	-2	5	1.8	-5	2.4	88	19	5	1	-1	1596
CC1=C(C(=O)OCc2ccccc2)C(c2ccccc2-c2ccccc2)NC(=O)N1CCCCCC(=O)O (stereo unspecified)	4	3	-0.3	5	3.5	99	-2	-5	6	5	1557
CCOc1cc(NC(=S)NCCCOC)c(OCC)cc1NC(=O)c1ccco1	8	3	x	0	8.1	93	8	-5	3	6	1476
C/C(=N\NC(=S)NCc1ccccc1)c1ccc2ccccc2c1	5	4	1.1	-12	5.7	96	7	-5	-1	-11	1658
CCOc1ccc(NC(=O)COC(=O)C2(C)CC2(Cl)Cl)c([N+](=O)[O-])c1 (stereo unspecified)	8	5	-1.5	-2	9.1*	101	4	7	3	3	1655
Nc1c(C(=O)CCC(=O)O)oc2ccc(Cl)cc12	-1	11	x	-5	1.7	101	5	1	-2	-22	1467
Cc1ccc(C2C3=C(CC(C)(C)CC3=O)OC3=C2C(=O)CC(C)(C)C3)cc1	9	1	-0.041	7	2.7	93	12	5	-3	-2	1645
COc1ccccc1-c1cc(C(=O)Nc2c(F)cc(F)cc2Br)no1	-1	4	-0.0081	5	3.6	86	21	-1	-3	12	1668
CC(=O)Nc1ccc(NC(=O)C(C)OC(=O)C2(c3ccc(F)cc3)CCCC2)cc1 (stereo unspecified)	8	1	0.16	12	7.1	105	-3	-3	0	-2	1562
C=CCOc1ccc(Br)cc1CNCCCN1CCOCC1	-1	-1	-0.66	-7	0.9	109	-6	-7	5	2	1506
CCCn1c(SCC(=O)N2c3ccccc3CCc3ccccc32)nc2c1c(=O)n(C)c(=O)n2C	5	2	0.58	0	2.4	106	-2	5	-11	x	1726
O=C(/C=C/Nc1ccc(F)c(Cl)c1)c1ccco1	-4	1	x	-54	0.4	126	-25	8	3	-6	1540
Cc1c(-c2nnc(SCC(=O)O)n2-c2ccccc2Br)nnn1-c1ccccc1	5	5	0.9	1	2.0	99	5	1	-17	-9	1612
COc1ccc2c(c1)C=CC1(O2)N(CCO)c2ccccc2C1(C)C (stereo unspecified)	8	8	x	-7	2.0	98	4	6	-2	-7	1508
CC(=O)NCCC(=O)Nc1nc(-c2cccs2)c(-c2cccs2)s1	8	2	x	1	1.8	103	0	3	-3	-2	1623
CCOC(=O)c1c(C)[nH]c(C(=O)N2CCCC(C(=O)c3cccc(OC)c3)C2)c1C (stereo unspecified)	1	4	-0.21	3	0.6	99	6	8	-24	4	1542
CCCS(=O)(=O)c1cn2cccc(N)c2c1S(=O)(=O)CCC	2	-7	0.084	-7	2.8	105	-1	-6	16	-3	1693
Cc1ccccc1-c1nn(-c2ccc(F)cc2F)cc1CNC1CC1	4	1	x	5	1.9	94	12	4	-15	15	1630
O=C(NCCc1c[nH]c2ccc(Cl)cc12)c1cccnc1	4	3	x	4	0.3	82	24	5	-8	x	1474
Cc1cccc(Sc2ccc([N+](=O)[O-])cc2[N+](=O)[O-])n1	2	2	-0.67	3	1.2	101	3	-3	3	6	1671

Reprinted at random: two records from the list.
SMILES	PPARg SRC1 recr	PPARg SRC-3 ag	ROMK mod	STAT1 inh	RAM inhibit	STAT3 activator	STAT3 inh	PPARg SRC2 recr	TLR4-MyD88 BLA	S1P3 antag	SRC2 TRFRET art
CCCS(=O)(=O)c1cn2cccc(N)c2c1S(=O)(=O)CCC	2	-7	0.084	-7	2.8	105	-1	-6	16	-3	1693
CCOC(=O)c1c(C)[nH]c(C(=O)N2CCCC(C(=O)c3cccc(OC)c3)C2)c1C (stereo unspecified)	1	4	-0.21	3	0.6	99	6	8	-24	4	1542

More compounds follow.
SMILES	PPARg SRC1 recr	PPARg SRC-3 ag	ROMK mod	STAT1 inh	RAM inhibit	STAT3 activator	STAT3 inh	PPARg SRC2 recr	TLR4-MyD88 BLA	S1P3 antag	SRC2 TRFRET art
COc1ccc(NC(=O)N2CCC(c3nc4ccccc4[nH]3)CC2)cc1	2	6	1.4	6	1.1	101	8	4	-15	-21	1687
COc1ccccc1OCc1nnc(SCC(=O)c2cc(Cl)ccc2OC)o1	5	4	x	3	9.5*	96	14	3	-4	4	1598
Cn1c(=O)c2[nH]c(N3CCOCC3)nc2n(-c2ccccc2)c1=O	6	7	x	0	1.5	92	13	10	-7	-19	1579
Nc1ccc(-c2nc3ccc(-c4nc5ccccc5o4)cc3[nH]2)cc1	8	-1	-0.38	-23	-1.7	85	21	2	7	19	1531
CCC(=O)Nc1ccc(Nc2ccccc2)cc1	15	6	x	-5	-0.1	102	-3	11	6	-26	1606
CCCCCC1CC(CC(=O)NC(=S)Nc2ccccc2Cl)C(=O)O1 (stereo unspecified)	1	-4	-0.54	-7	3.6	102	1	-4	1	-12	1417
CCCCc1ccc(CC2S/C(=C(\C#N)C(=O)N3CCOCC3)N(c3ccccc3)C2=O)cc1 (stereo unspecified)	-6	6	-3.3	0	2.1	102	-2	2	2	x	1555
